TIM10 inh: growth inhibitors of isogenic TIM10 control yeast, primary screen, counter-screen for tim10-1 yeast inhibitor project, luminescence, uHTS; S. cerevisiae TIM10 strain growth, BacTiter-Glo luminescence, 24 h; inhibition, % at 10 µM; hit rate 1.4% among 330,000;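 active = inhibition of 40% or more at the single tested concentration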;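 note: wild-type TIM10 isogenic control strain grown at permissive 25 °C; 0% = DMSO yeast wells and 100% = minimal medium wells without yeast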
Mdm2-MdmX inh: inhibitors of human Mdm2-MdmX association, primary screen, cell-based, luminescence, split luciferase, SaOS-2, uHTS | inhibition, % at 8 µM | SaOS-2 split-luciferase Mdm2/MdmX complementation | hit rate 3% among 330,000;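 active = inhibition of at least 50% at 8 µM in the primary screen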
tim23-1 inh: growth inhibitors of tim23-1 mutant yeast, primary screen, luminescence, uHTS | S. cerevisiae tim23-1 growth, BacTiter-Glo luminescence, 24 h | inhibition, % at 20 µM | hit rate 1.3% among 330,000;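 active = growth inhibition of the mutant yeast at or above 50%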;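 note: temperature-sensitive mutant grown at 25 °C; plate controls were DMSO-treated mutant yeast for no effect and medium wells lacking yeast for full effect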
CHOP UPR activ: activators of apoptotic CHOP UPR arm, primary screen, cell-based, CHO-CHOP luciferase reporter, luminescence, uHTS; UPR activation; percent of tunicamycin response over DMSO baseline; activation, % at 10 µM; hit rate 0.34% among 330,000;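 active = at 10 µM dose, activation of 40% or more, normalized to positive control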;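 note: 100% = tunicamycin at 10 µg/mL and 0% = DMSO alone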
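measured by = luciferase luminescence | assay system = CHO-CHOP cells, stable luciferase reporter of PERK-eIF2a-CHOP signalling | amount = 500 reporter cells seeded per well | timing = 6 h compound exposure at 37 °C after overnight seeding | controls = positive tunicamycin 10 µg/mL, negative DMSO alone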
CXCR6 block: CXCR6 receptor inhibitors, primary screen, cell-based, beta-arrestin, luminescence, CHO-K1 PathHunter, 1536-well | C-X-C chemokine receptor type 6 (Homo sapiens), O00574 | AID 602244, 2012 | inhibition, % at 20 µM | hit rate 0.36% among 360,000; in the data active = inhibition above about 34%, passing the limit was not always enough;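 note: antagonist mode with CXCL16 agonist at 10 nM final; 0% = 10 nM CXCL16 with DMSO and 100% = unstimulated wells without agonist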
Target sequence (O00574 whole entry, looked up): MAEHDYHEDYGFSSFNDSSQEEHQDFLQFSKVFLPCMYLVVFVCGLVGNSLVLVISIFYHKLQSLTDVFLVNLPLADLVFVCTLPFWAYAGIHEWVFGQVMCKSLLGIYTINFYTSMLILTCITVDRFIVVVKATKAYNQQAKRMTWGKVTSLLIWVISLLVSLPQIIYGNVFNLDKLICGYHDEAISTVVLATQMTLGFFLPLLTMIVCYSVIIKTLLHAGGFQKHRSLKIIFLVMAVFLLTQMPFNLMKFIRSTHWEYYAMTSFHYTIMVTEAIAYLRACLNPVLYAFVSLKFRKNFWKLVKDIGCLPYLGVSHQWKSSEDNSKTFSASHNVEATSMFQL
tim10-1 inh: growth inhibitors of tim10-1 mutant yeast, primary screen, luminescence, uHTS | S. cerevisiae tim10-1 ts strain growth, BacTiter-Glo, 24 h | inhibition, % at 20 µM | hit rate 2.2% among 330,000 | AID 463190, 2010;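 active = inhibition of at least 40%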;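 note: mutant grown at 25 °C; 0% = DMSO wells with yeast and 100% = wells holding no yeast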
XBP1 UPR activ: activators of adaptive XBP1 UPR arm, primary screen, cell-based, CHO-XBP1 luciferase reporter, luminescence, uHTS; activation, % at 20 µM; IRE1-XBP1 UPR activation; percent of tunicamycin response, DMSO as zero; AID 463104, 2010; hit rate 0.33% among 330,000;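 active = versus positive control, 20 µM dose yields 30% or more activation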;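 note: 100% = tunicamycin at 10 µg/mL and 0% = DMSO only wells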
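Material – CHO cell line with stable XBP1 luciferase reporter · Buffer or medium – F12 plus 10% FBS · Compound – single point, 20 µM final compound, 1% DMSO · Schedule – 16-18 h cell attachment at 37 °C, then 6 h compound exposure · Signal – Steady-Glo luminescence read · Benchmarks – high control tunicamycin 10 µg/mL final, low control DMSO vehicle only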
APJ antagonist: antagonists of human apelin receptor APJ, primary screen, CHO-K1 cells, beta-arrestin complementation, luminescence. P35414. inhibition, % at 20 µM. hit rate 0.32% among 330,000;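 active = inhibition above about 40% at 20 µM, limit read from the data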;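 note: cells challenged with 10 nM apelin-13 agonist together with compound; plate controls were apelin-13 plus DMSO wells for no effect and DMSO wells lacking apelin-13 for full effect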
Target sequence (P35414 whole entry, looked up): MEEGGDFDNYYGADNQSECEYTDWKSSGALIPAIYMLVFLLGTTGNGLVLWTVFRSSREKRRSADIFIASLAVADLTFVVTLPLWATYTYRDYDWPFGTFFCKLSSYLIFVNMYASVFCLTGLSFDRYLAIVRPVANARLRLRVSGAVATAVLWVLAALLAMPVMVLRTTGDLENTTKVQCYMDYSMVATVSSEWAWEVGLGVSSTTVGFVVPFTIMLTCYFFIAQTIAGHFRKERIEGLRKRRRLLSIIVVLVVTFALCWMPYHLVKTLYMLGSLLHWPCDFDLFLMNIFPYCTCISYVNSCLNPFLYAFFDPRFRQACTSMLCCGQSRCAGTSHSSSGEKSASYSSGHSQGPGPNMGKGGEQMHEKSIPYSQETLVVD
APJ agonist: agonists of human apelin receptor APJ, primary screen, CHO-K1 cells, PathHunter beta-arrestin, luminescence; hit rate 0.11% among 330,000; 0% DMSO wells, 100% apelin; AID 2520, 2010; activation, % at 20 µM;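 active = activation more than six SD over the plate average, tested at 20 µM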;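 note: 0% = DMSO alone and 100% = apelin-13 at 10 nM; some results filed as inactive read as strong as hits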
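Test system: CHO-K1 APJ beta-arrestin complementation cell line. Amount: cell density 1000 per well. Controls: DMSO negative, 10 nM Apelin-13 positive. Signal: luminescent beta-gal fragment complementation, chemiluminescent substrate. Read-out basis: agonist-driven arrestin binding to APJ. Timing: compound stimulation 90 min at 25 °C, detection 60 min.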
An asterisk follows results filed as active; . = not tested or not shown. Only part of the results is shown; rates above refer to the full screens.

SMILES	TIM10 inh	Mdm2-MdmX inh	tim23-1 inh	CHOP UPR activ	CXCR6 block	tim10-1 inh	XBP1 UPR activ	APJ antagonist	APJ agonist
N#Cc1ccc(C23CC4(C2)[C@H](CN(Cc2ccc(C(F)(F)F)cc2)[C@@H]4c2ccccc2)C3c2ccccc2)cc1 (stereo partly drawn)	4	16	14	-4.2	1	6	-1	16	-4
CN(C)C(=O)Nc1ccc(F)cc1F	8	-11	13	-0.5	0	6	0	18	-1
COc1ccc(S(=O)(=O)C(C#N)c2nc3ccccc3nc2N2CCCC(C)C2)cc1 (stereo not drawn)	26	3	27	-2.1	-8	35	3	-5	-3
O=C(Nc1cccc2ccccc12)N1CCN(Cc2ccccc2)CC1	2	-2	6	-1.4	2	12	0	9	4
COCC(=O)Nc1cccc(C(F)(F)F)c1	-1	-12	3	1.5	-2	4	3	-3	5
Nc1c(Cl)cc(-c2[nH]c3cc(C(=O)NCCO)ccc3c(=O)c2O)cc1Cl	10	-7	0	9.3	-3	16	2	-12	2
CC(=O)c1ccc(NC(=O)CSc2nnc(Cn3c(=O)sc4ccccc43)n2C)cc1	2	10	7	-0.5	-6	15	3	-5	-1
CC(C)c1cc(C(=O)N/N=C/c2ccco2)n[nH]1	9	-10	6	5.9	2	8	2	2	-3
CCC1CCCCN1S(=O)(=O)c1ccc(NC(=O)C2CCCO2)cc1 (stereo not drawn)	19	-5	30	-1.4	4	31	-4	2	-3
CN1c2ccsc2/C(=N/Nc2ccccc2)CS1(=O)=O	33	-22	53*	2.0	-4	37	0	-47	5
O=C(CN1C(=O)NC2(CCCC2)C1=O)Nc1nc2c(F)cc(F)cc2s1	-1	-54	2	-0.3	5	3	0	-9	3
O=C(OCC(=O)N(Cc1ccccc1)Cc1ccccc1)c1ccccc1O	18	-6	40	3.2	8	19	-1	21	-6
COc1ccc(NC(=S)N(Cc2ccccn2)Cc2ccccc2Cl)cc1	34	25	26	0.5	-3	36	-3	8	-2
CC(=O)Nc1ccc(NC(=O)c2ccc(COc3ccc(C)cc3)o2)cc1	-5	7	9	7.7	-4	13	-3	7	-1
Cc1ccc(-n2cccc2C(=S)N=P(N(C)C)(N(C)C)N(C)C)cc1	46*	72*	26	-0.4	-1	41*	-3	14	-4
Cc1ccc(N(C(=O)c2snc(C(N)=O)c2N)C(C(=O)NCC2CCCO2)c2c[nH]c3ccccc23)cc1 (stereo not drawn)	10	38	6	1.5	8	0	0	-11	-1
O=C(C1=C[C@H](c2csc3ccccc23)C[C@H](OCc2ccc(CO)cc2)O1)N1CCCCCCC1	6	12	15	0.0	.	15	-1	-61	-1
COc1cc(OC)cc(OC(=O)C2CCN(C(=O)c3ccc(Cl)cc3)CC2)c1	18	24	32	-0.9	-4	24	-1	-1	-4
CC(C)n1cc(CN2CCCC(CO)(Cc3cccc(Cl)c3)C2)cn1 (stereo not drawn)	-7	-2	3	-0.7	2	-7	2	-17	0
Cc1ccc(C(=O)Nc2ccccn2)cc1S(=O)(=O)N1CCOCC1	-20	13	-17	1.1	4	-16	-2	15	-4

In the list so far, these contain a halogen:
SMILES	TIM10 inh	Mdm2-MdmX inh	tim23-1 inh	CHOP UPR activ	CXCR6 block	tim10-1 inh	XBP1 UPR activ	APJ antagonist	APJ agonist
N#Cc1ccc(C23CC4(C2)[C@H](CN(Cc2ccc(C(F)(F)F)cc2)[C@@H]4c2ccccc2)C3c2ccccc2)cc1 (stereo partly drawn)	4	16	14	-4.2	1	6	-1	16	-4
CN(C)C(=O)Nc1ccc(F)cc1F	8	-11	13	-0.5	0	6	0	18	-1
COCC(=O)Nc1cccc(C(F)(F)F)c1	-1	-12	3	1.5	-2	4	3	-3	5
Nc1c(Cl)cc(-c2[nH]c3cc(C(=O)NCCO)ccc3c(=O)c2O)cc1Cl	10	-7	0	9.3	-3	16	2	-12	2
O=C(CN1C(=O)NC2(CCCC2)C1=O)Nc1nc2c(F)cc(F)cc2s1	-1	-54	2	-0.3	5	3	0	-9	3
COc1ccc(NC(=S)N(Cc2ccccn2)Cc2ccccc2Cl)cc1	34	25	26	0.5	-3	36	-3	8	-2
COc1cc(OC)cc(OC(=O)C2CCN(C(=O)c3ccc(Cl)cc3)CC2)c1	18	24	32	-0.9	-4	24	-1	-1	-4
CC(C)n1cc(CN2CCCC(CO)(Cc3cccc(Cl)c3)C2)cn1 (stereo not drawn)	-7	-2	3	-0.7	2	-7	2	-17	0

(further entries)
SMILES	TIM10 inh	Mdm2-MdmX inh	tim23-1 inh	CHOP UPR activ	CXCR6 block	tim10-1 inh	XBP1 UPR activ	APJ antagonist	APJ agonist
O=C(CNC(=S)N(CCCN1CCOCC1)Cc1cccs1)NC1CCCCC1	1	-17	7	0.5	-3	2	-2	-7	5
CC1Cc2ccccc2N1C(=O)CSCC(=O)O (stereo not drawn)	2	-23	13	-1.8	3	23	0	-8	0
Cc1ccc(C(=O)C[n+]2cccc3ccccc32)cc1	14	9	9	-1.4	5	25	1	-8	-3
CC(C)n1cnc2c(NCc3ccccc3)cc(N[C@H](C)CO)cc21	14	74*	16	-1.0	-10	0	-6	-4	5
Cc1ccc(-c2noc(CN3CCCCC3)n2)cc1	-15	-30	9	6.3	-2	18	1	7	-1
COc1ccc(S(=O)(=O)CCC(=O)NCCc2ccc(C)cc2)cc1	-9	6	13	1.5	0	14	0	-2	-2
CN(C(=O)c1ccc(F)cc1)c1ccc(OCC(=O)Nc2ccccc2C(=O)O)cc1	0	29	14	1.6	-6	7	4	-3	-4
C#CCOCCOCCOCCNc1nc(N2CCN(C(=O)[C@H](CCC(=O)O)n3cc(C(N)CO)nn3)CC2)nc(N2CCN(C(=O)[C@H](Cc3ccc(O)cc3)n3cc(C(N)[C@H](C)CC)nn3)CC2)n1 (stereo partly drawn)	2	0	6	-0.2	.	-7	1	-43	-5
CCCNC1=CC(=O)CC(C)(C)C1	-8	-6	-10	-1.5	-2	-18	-3	7	-2
COc1ccc(C(C)NC(=O)C2CCCC2)cc1OC (stereo not drawn)	-19	9	-11	-0.8	4	-28	-3	-1	0

Pulled one by one from above, three records:
SMILES	TIM10 inh	Mdm2-MdmX inh	tim23-1 inh	CHOP UPR activ	CXCR6 block	tim10-1 inh	XBP1 UPR activ	APJ antagonist	APJ agonist
CC(C)n1cnc2c(NCc3ccccc3)cc(N[C@H](C)CO)cc21	14	74*	16	-1.0	-10	0	-6	-4	5
CCCNC1=CC(=O)CC(C)(C)C1	-8	-6	-10	-1.5	-2	-18	-3	7	-2
CC1Cc2ccccc2N1C(=O)CSCC(=O)O (stereo not drawn)	2	-23	13	-1.8	3	23	0	-8	0

The list goes on:
SMILES	TIM10 inh	Mdm2-MdmX inh	tim23-1 inh	CHOP UPR activ	CXCR6 block	tim10-1 inh	XBP1 UPR activ	APJ antagonist	APJ agonist
NC1CCN(c2cccc(Cl)n2)CC1	2	-10	4	2.1	.	-1	-3	-6	-3
C=CCOc1ccc(CNCc2cccnc2)cc1OCC	7	17	5	2.1	-1	-7	-2	10	-1
CC1Cc2ccccc2N1C(=O)COC(=O)/C=C/c1cccc(F)c1 (stereo not drawn)	2	16	13	0.9	2	6	-2	-6	-3
O=C(c1ccncc1)N1N=C(c2ccc(Cl)cc2)CC1c1ccccc1O (stereo not drawn)	12	-135	31	7.9	1	-14	1	-14	2
Cc1cc(NC(=O)CCCN2C(=O)/C(=C/c3ccccc3Cl)SC2=S)no1	0	68*	16	-3.2	5	12	-6	-4	0
CC(C)[C@H](NC(=O)N1CCn2c1nc1ccccc12)C(=O)NCc1ccc2c(c1)OCO2	-7	20	4	2.3	0	12	-9	1	2
Cn1c(N)c(C(=O)CSc2nc3ccccc3c(=O)n2CCCN2CCOCC2)c(=O)n(C)c1=O	-1	24	3	1.8	-1	11	0	-1	1
O=S(=O)(c1ccc(Cl)cc1)N1CCN(C(=S)Nc2ccc(F)c(Cl)c2)CC1	-18	37	-2	-1.0	-7	15	-3	-8	6
Cc1cc(Cl)c(S(=O)(=O)N2CCN(c3ccc(F)cc3)CC2)cc1OCC(N)=O	-16	32	3	-0.4	-3	11	-3	-1	-6
CCCc1nc(NCc2ccc3c(c2)OCO3)c2nnn(Cc3ccccc3Cl)c2n1	7	75*	-1	1.3	0	-4	2	15	-4
O=C(COC(=O)CSc1nnc(-c2ccc(Cl)cc2)o1)Nc1cc(Cl)ccc1Cl	7	-1	-4	1.8	2	-1	4	8	-1
CCOc1ccccc1/C=N/NC(=O)c1cccc(Cl)c1	6	9	17	1.3	-13	-3	0	-15	2
COc1ccc2[nH]c(=O)c(CN(CCN(C)C)C(=O)NCc3ccccc3)cc2c1	-13	19	-14	-2.5	-1	-6	0	21	0
CCc1cc(C(=O)c2ccc(OC)cc2)c(NC(=O)CC(C)(C)CC(=O)O)s1	25	9	16	1.6	5	6	-2	7	-1
O=C1Nc2ccccc2C1(O)c1ccccc1O (stereo not drawn)	-6	-15	1	3.4	-9	6	1	-8	-4
COC(=O)N1CN(C(=O)OC)CN(C(=O)OC)C1	8	0	5	0.5	-8	-2	1	-3	-4
CN1CCN(C(=S)Nc2cc(S(=O)(=O)N3CCOCC3)ccc2Cl)CC1	-6	21	15	0.2	1	15	-1	-12	0
CN(CCO)C(=O)c1ccc(-c2nn(C)c(=O)c3ccccc23)cc1	-7	20	16	0.6	-1	0	0	-12	4
Cc1ccc(C(=O)N2CCN(S(=O)(=O)N3CCOCC3)CC2)cc1	-16	-7	0	0.4	3	-12	3	-3	1
Cc1ccccc1NC(=O)C(C)SCc1ccccc1 (stereo not drawn)	2	9	7	2.4	1	-10	-2	-8	-4
COc1ccccc1N1CCN(C(=O)C(F)F)CC1	13	-4	8	1.7	6	11	-4	16	-1
O=C(Oc1coc(CSc2nnc(NC(=O)C3CC3)s2)cc1=O)c1ccccc1	16	7	22	0.1	3	24	-4	4	-2
CCN1CCN(CCCNC(=O)CCc2nc(-c3ccc(OC)cc3)no2)CC1	-8	5	16	-8.0	19	8	2	6	1

Screens: PubChem BioAssay, Sanford-Burnham Center for Chemical Genomics
